BoNT A protease: BoNT A light chain protease inhibition; hit rate 0.17% among 360,000; inhibition, % at 10 µM; AID 588499; multiplex microsphere protease substrate cleavage, flow cytometry; further: plate controls were buffer without enzyme for full effect and enzyme alone for no effect
Y pestis TopoI: Y. pestis Topo-I inhibition via cleavage products; Y. pestis Topo-I cleavage product accumulation, plate reader; activity, % at 10 µM; hit rate 0.064% among 360,000; AID 504884; in the data active means activity above about 50%, passing the limit was not always enough; inconclusive means no clear call, values can overlap the other calls; further: inactives centre near 2
3CLpro inhibitor: SARS-CoV 3CLpro protease inhibition; P0C6X7; recombinant SARS-CoV 3CLpro, quenched FRET peptide cleavage; inhibition, % at 6 µM; hit rate 0.14% among 290,000; AID 1706; in the data active means inhibition above about 12%
PfHsp40 yeast: rescue of PfHsp40-mediated yeast toxicity; hit rate 0.68% among 340,000; growth rescue, % at 12.5 µM; S. cerevisiae expressing PfHsp40, growth rescue, ATP luminescence; in the data active means growth rescue above about 28%, passing the limit was not always enough; inconclusive means no clear call, values can overlap the other calls;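 further: yeast W303a lacking pdr1 and pdr3 grown in galactose medium; growth measured after three days at 30 °C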
DUSP3 inh: DUSP3 (human) phosphatase inhibition | P51452 | recombinant VHR phosphatase, pNPP absorbance | inhibition, % at 13.3 µM | hit rate 0.52% among 290,000 | AID 1654; in the data active means inhibition above about 50%; further: some compounds called inactive have numbers as strong as hits
Target sequence (P51452 whole entry, looked up): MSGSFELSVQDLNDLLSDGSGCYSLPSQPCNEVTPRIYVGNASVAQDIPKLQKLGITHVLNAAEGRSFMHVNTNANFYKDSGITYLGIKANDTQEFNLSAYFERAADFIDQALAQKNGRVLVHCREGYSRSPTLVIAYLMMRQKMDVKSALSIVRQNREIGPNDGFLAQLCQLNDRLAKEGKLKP
CCHFV vOTU inh: blocks the CCHF virus ovarian tumor domain protease; CCHFV vOTU protease, Pep-AMC fluorescence; inhibition, % at 11.5 µM; hit rate 0.55% among 370,000; in the data active means inhibition above about 30%; further: 0% = vehicle wells with enzyme and 100% = no enzyme wells
Anthrax LF prot: blocks Bacillus anthracis lethal factor protease; AID 588501; inhibition, % at 10 µM; P15917; hit rate 0.12% among 360,000; multiplex microsphere protease cleavage assay, LF; further: plate controls were buffer without enzyme for full effect and enzyme alone for no effect
Target sequence (P15917 whole entry, looked up): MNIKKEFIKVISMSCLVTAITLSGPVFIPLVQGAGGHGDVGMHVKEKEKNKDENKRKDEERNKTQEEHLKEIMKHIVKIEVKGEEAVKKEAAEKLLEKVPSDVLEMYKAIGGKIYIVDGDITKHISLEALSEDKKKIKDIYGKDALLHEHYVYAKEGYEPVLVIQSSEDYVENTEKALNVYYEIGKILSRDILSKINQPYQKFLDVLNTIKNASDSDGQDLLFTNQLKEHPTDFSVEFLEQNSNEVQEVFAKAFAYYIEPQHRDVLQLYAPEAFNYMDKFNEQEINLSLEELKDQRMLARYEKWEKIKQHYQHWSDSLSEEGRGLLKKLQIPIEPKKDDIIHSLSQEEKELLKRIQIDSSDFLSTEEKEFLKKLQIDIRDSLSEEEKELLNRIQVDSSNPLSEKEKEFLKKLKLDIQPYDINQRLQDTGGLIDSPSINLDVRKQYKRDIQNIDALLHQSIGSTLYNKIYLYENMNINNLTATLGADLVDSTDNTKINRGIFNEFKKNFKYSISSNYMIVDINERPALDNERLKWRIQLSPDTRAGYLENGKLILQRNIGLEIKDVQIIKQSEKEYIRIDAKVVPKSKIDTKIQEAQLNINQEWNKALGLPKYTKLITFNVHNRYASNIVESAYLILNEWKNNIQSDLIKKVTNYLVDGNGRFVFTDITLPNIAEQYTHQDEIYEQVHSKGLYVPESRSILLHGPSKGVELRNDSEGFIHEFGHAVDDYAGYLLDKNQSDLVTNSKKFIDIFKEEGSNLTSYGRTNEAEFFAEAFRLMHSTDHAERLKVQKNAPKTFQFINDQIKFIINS
TcdB inh: inhibitors of Clostridioides difficile toxin B glycohydrolase; hit rate 0.24% among 350,000; inhibition, % at 9.99 µM; P18177; TcdB glycohydrolase enzymatic assay, plate reader; in the data active means inhibition above about 10%
BH1578 lux ind: inducers of Vibrio cholerae quorum light production without autoinducers. V. cholerae BH1578 lux reporter, luminescence, 6 h. activation, % at 18.7 µM. hit rate 0.16% among 350,000. AID 588436; in the data active means activation mostly above about 9.7%, no sharp cut-off; inconclusive means no clear call, values can overlap the other calls; inactive means mostly below about 3.7%; further: not every result past the cut was called active; inactives centre near 0; reference of the scale not given here
PriA SSB inh: blocks PriA binding to SSB C-terminal tail | hit rate 0.6% among 430,000 | inhibition, % at 33 µM | AlphaScreen SSBct-PriA binding, biotinylated peptide; in the data active means inhibition mostly above about 37%, no sharp cut-off; inactive means mostly below about 20%;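 further: plate controls were negative control peptide for no effect and reference peptide for full effect; strong numbers were not always called active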
* = called active by the depositor; i = inactive; ? = inconclusive; . = no result given; & = joins results of further samples. Unless noted, no stated cut-off is given here; in the data, active means inhibition above about 30%; inconclusive means no clear call, values can overlap the other calls; inactive means below that. This is a subset; rates above refer to the full screens.

Structure,BoNT A protease,Y pestis TopoI,3CLpro inhibitor,PfHsp40 yeast,DUSP3 inh,CCHFV vOTU inh,Anthrax LF prot,TcdB inh,BH1578 lux ind,PriA SSB inh
O=C1N/C(=N/Nc2ccccc2)S/C1=C\c1ccccc1,-0.9,-10,-4,0.4,10,32*,-5,.,-0.4,.
COc1ccc(-c2cc(C(=O)N3CCN(C(=O)c4ccco4)CC3)[nH]n2)cc1,-0.4,-1,6,-0.6,11,15,-3,-1.3,-0.2,-27
CC(C)C(=O)NC(=S)Nc1ccccc1C(=O)NC1CCCCC1,0.2,3,-3,-1.2,-5,2,0,1.3,-0.3,-22
COc1ccc(NC(C)c2cc(Cl)ccc2O)cc1 (stereo not given),0.5,-13,-6,-0.2,6,5,1,.,i,29
Cc1ccc(Cl)cc1NC(=O)CN1CCN(S(=O)(=O)N2CCOCC2)CC1,1.1,2,-6,0.3,13,6,-1,0.5,0.1,-1&9
Cc1ccc(C2NC(=O)c3ccccc3N2)s1 (stereo not given),-0.7,-3,-7,-0.3,27,-24,-10,.,-12,-16
CCCCn1c(SCC(=O)N(CC)C2CCS(=O)(=O)C2)nc2cc(S(N)(=O)=O)ccc21 (stereo not given),0.1,9,-3,-1.4,13,1,-2,0.2,-0.6,2
CCCN(CCC)CCOc1cc(C)ccc1C(C)C,-0.1,0,5,-0.4,10,-1,-3,-1.2,-0.3,-15
CC12CCC3C(CCC4CC(=O)CCC43C)C1CC(=NO)C2=O (stereo not given),0.0,6,.,-1.9,.,18,5,-0.2,i,-3
O=C(c1ccccc1)c1nc2ccccc2[nH]c1=O,0.0,-1,-1,-1.7,6,-7,-5,.,-0.2,-7
O=C(COC(=O)c1cc[n+]([O-])cc1)Nc1ccc(Cl)cc1Cl,-1.5,0,.,-1.3,.,0,1,1.1,i,-6
Cn1c(=O)n(CC(=O)Nc2ccc(F)cc2)c2ccccc21,-0.4,3,3,0.2,5,-3,-4,.,-1.2,-15
Cc1nc2ccccc2nc(=O)c1NNc1ccccc1,0.4,-3,-3,-1.0,21,18,-2,-0.2,-0.2,0
Cc1cccc(NC(=O)/C(C#N)=C/c2cccc([N+](=O)[O-])c2)n1,-0.9,5,2,0.2,32,-9,13,-0.5,1.2,-4
c1cncc(-c2nc(-c3cccs3)cs2)c1,0.5,3,-2,1.0,17,12,6,.,1.0,-16
O=C1c2cc3ccccc3c(-c3ccccc3)c2C(=O)N1c1ccccn1,-0.1,4,-1,0.5,17,-10,0,.,-0.3,2
Cc1cc(Nc2cc(Cl)nc(Sc3ccc(NC(=O)C4CC4)cc3)n2)n[nH]1,-0.2,-13,.,2.4,.,-11,-6,2.2,i,-2
N/C(=N\OS(=O)(=O)c1ccc2ccccc2c1)c1cccnc1,0.2,-3,-2,-0.9,13,2,-1,0.8,4.3,.
Oc1csc(Cc2nc(-c3ccccc3F)cs2)n1,0.5,-5,-1,-0.4,4,-1,-1,-2.0,-0.5,8
COc1ccc(CCNc2ccc(C(CC(N)=O)NC(=O)Cc3cccc4ccccc34)cc2[N+](=O)[O-])cc1 (stereo not given),-0.9,3,.,0.2,3,2,-4,1.3,i,-4
Cc1onc(-c2c(F)cccc2Cl)c1C(=O)Nc1nnc(C(F)(F)F)s1,-5.0,2,-1,-2.2,19,21,-4,16*,7.7,-22
O=C(Nc1cccc(F)c1)c1ccc2ncsc2c1,-1.8,-8,0,14,74,.,0,.,i,-1
COc1ccc(NC(=O)/C=C/c2cccc(F)c2)cn1,4.7,-2,4,-1.3,-4,4,5,.,-0.2,0
O=C(Cc1ccc(Cl)c(Cl)c1)Nc1cccc2ncccc12,0.4,-2,-6,0.6,26,-11,-4,0.6,i,-1
COCCN(C(=O)CCl)C(C(=O)NC1CCCCC1)c1ccccc1C (stereo not given),0.2,4,6,-1.2,4,0,0,1.2,-0.6,2
CCCCn1c(=S)[nH]c2cc(S(=O)(=O)N3CCCCC3)ccc21,0.3,12,3,0.9,19,7,-1,.,-1.0,-3
CCn1cc([N+](=O)[O-])c(C(=O)N2N=C(c3ccccc3)CC2c2ccc([N+](=O)[O-])cc2)n1 (stereo not given),0.1,-2,6,5.4,-5,-13,-1,.,-0.2,18
CNC(=S)N(C)[C@H]1c2c(ccc3ccccc23)OC[C@H]1CO,-0.6,-17,4,1.0,13,-10,-5,1.6,0.7,-8
O=C(COc1ccc(Cl)cc1)OCC(=O)N1CCOCC1,.,-2,.,-0.5,.,1,.,1.0,-2.0,4
O=C(CCc1ccccc1)NCCc1nc2ccccc2[nH]1,0.4,-13,3,-2.2,-1,-8,-2,-0.3,i,1
Cc1ccc(CSCC(=O)NN=C2CCN(C)CC2)cc1,0.2,6,-1,-0.2,-7,13,-1,.,-2.1,-1
S=c1[nH]nc(CCc2nc3ccccc3[nH]2)n1-c1ccccc1,0.4,-4,-2,-0.6,22,8,-1,0.5,3.0,-1
CCOC(=O)COn1c(SCC(=O)OCC)nc2ccccc2c1=O,?,6,2,-0.9,21,3,?,.,-0.5,-19
CC(=O)Nc1ccc(-c2ccnc3c2CC(C)(C(=O)Nc2ccc(C(C)C)cc2)O3)cc1 (stereo not given),-0.2,8,.,.,.,6,-3,-0.7,-0.3,.
CC(C)C[C@H](NC(=O)c1nc[nH]c1C(=O)NCc1ccccc1)C(=O)OC(C)(C)C,-0.1,9,3,23,32,21,0,9.3,-0.7,9
O=C(CSc1nc(=O)n(CCN2CCOCC2)c2c1CCC2)Nc1ccc(OC(F)(F)F)cc1,-10,0,.,0.6,.,-8,0,0.3,-17,-18
N#CC(C#N)=Cc1cccn1-c1ccc(S(N)(=O)=O)cc1,0.0,-2,-2,-1.6,30,-9,0,1.2,i,1
O=C(Nc1ccccc1C(F)(F)F)c1c(F)cccc1Cl,-0.7,-5,-4,-0.8,23,4,-2,0.3,-0.3,-25
COc1ccc(CCNC(=O)Cn2nnc(-c3ccc(N4CCOCC4)cc3)n2)cc1OC,0.4,-3,-5,-1.3,15,-16,-5,-1.3,8.3,-16
COc1ccc(Cl)cc1NC(=O)CN(C)C(=O)c1cc2ccccc2cc1O,-2.9,-1,.,-0.9,.,-3,-2,2.6,-6.2,1
CN(C(=O)CN1C(=O)c2ccccc2S1(=O)=O)C1CCCCC1,-0.2,-4,.,-0.1,.,3,2,0.3,i,-5
COc1ccc(C(=O)NNC(=O)CSc2nnc(C)n2CC2CCCO2)cc1 (stereo not given),-0.6,2,3,-0.7,-10,3,-3,1.2,i,1
COc1ccc(OC)c(NC(=O)C2(C)CCN2C(=O)Cc2ccccc2)c1 (stereo not given),-0.9,9,.,.,.,2,0,0.6,-0.4,.
Cc1ccc(N(CC(=O)Nc2cccc(C)c2)S(=O)(=O)c2cccc3nonc23)cc1,0.5,9,2,1.7,22,9,1,.,-0.9,3
COC(=O)c1ccc(OC)c(OC2CCCC2)c1,?,-3,4,-0.1,22,7,8,0.8,0.7,-14
CC(C)C(=O)c1cn(CC(=O)NCc2ccc3c(c2)OCO3)c2ccccc12,0.3,7,1,1.3,-26,10,4,.,-2.0,-2
COc1cc(C)ccc1OCCCOc1ccccc1Cl,-1.3,45,-3,0.9,24,3,-1,.,i,-31
O=C(Nc1ccc(F)c(Cl)c1)c1ccc2sc([C@@H]3O[C@H](CO)[C@H](O)[C@H](O)[C@H]3O)nc2c1,-0.2,-9,.,.,.,1,4,2.4,i,.
N#C/C(=C(/O)CSc1ccccn1)c1nc2ccccc2s1,-0.1,2,-6,-0.4,24,18,-2,0.7,i,-2
CCC(C)(C(=O)NC1CCCC1)N(C(=O)c1cnccn1)c1ccccc1 (stereo not given),-0.1,2,-1,0.2,13,-4,3,0.4,-0.1,-6
Nc1n[nH]c(CCCO)n1,-0.6,4,3,-1.2,1,-9,0,.,i,-2
COC(=O)CN1C(=S)N(Cc2ccccc2)C(=O)C1CC(=O)Nc1ccc(OC)cc1 (stereo not given),-0.4,3,-2,-1.7,-2,-6,1,.,-0.3,-13
CC(C)(C)OC(=O)NCCCCCc1nnc(SCc2ccc(F)cc2)o1,-4.4,4,7,3.0,-1,16,6,0.1,0.1,-18
N/C(Cc1ccc(Cl)cc1)=N\OC(=O)CCc1ccccc1,0.5,20,.,.,.,-1,-5,0.4,i,.
CN(C)CCNC(=O)Cn1nc(C(F)F)cc1C1CC1,0.4,1,-1,-0.1,0,-6,-2,.,-0.5,-2
CCC(CO)Oc1cc(NCc2ccccc2F)c2ncn(C(C)C)c2c1 (stereo not given),0.0,7,.,-0.5,.,10,15,0.5,0.6,12
CCc1nc(SCC(=O)N2c3ccccc3CC2C)c2c(C)c(C)sc2n1 (stereo not given),-0.3,9,0,-0.3,12,-14,-6,-0.2,1.7,-15
Oc1ccc2ccccc2c1CNc1ccccc1,-0.3,-5,.,3.6,.,-7,-4,1.3,i,-2
COc1ccc(C)cc1NC(=O)CCN1CCN(C/C=C/c2ccccc2)CC1,-2.0,27,2,-0.3,-2,3,-4,2.1,i,4
Cc1cc(Cl)nc(Cl)c1C(=O)NCCc1ccccc1,-0.6,1,.,-0.1,.,-10,-5,1.4,-0.3,1

Following part.
Structure,BoNT A protease,Y pestis TopoI,3CLpro inhibitor,PfHsp40 yeast,DUSP3 inh,CCHFV vOTU inh,Anthrax LF prot,TcdB inh,BH1578 lux ind,PriA SSB inh
COc1ccc(OC)c(S(=O)(=O)Nc2ccc3oc(C)c(C(C)=O)c3c2)c1,-2.5,24,2,-0.6,-8,7,-8,1.8,-0.6,-3
COc1ccc(C(=O)NNc2ccccc2)cc1,0.3,-1,9,-0.7,-5,-18,3,.,i,-10
NC(N)=N/N=C/c1ccc(OCc2ccccc2)c(OCc2ccccc2)c1,-4.8,-34,0,1.5,-16,29,-2,0.8,i,.
COC(=O)c1ccc(Cn2cnc3ccccc3c2=O)cc1,-0.1,3,-4,1.5,24,-3,4,.,-0.7,-16
COc1ccccc1S(=O)(=O)c1ccccc1[N+](=O)[O-],-0.5,-10,5,-0.4,18,-2,-4,2.9,-0.4,-9
O=C(NC1CCCCC1)C12CC3CC(C1)CC(n1cncn1)(C3)C2,0.2,1,3,-1.4,10,1,0,.,2.2,-22
CCCCN1C2=NC(c3ccccc3)CN2c2ccccc21 (stereo not given),-0.1,6,.,-1.2,.,7,-2,0.7,-0.5,3
O=c1[nH]cnc2scc(-c3ccc(Br)cc3)c12,-0.4,10,-1,-1.3,18,-14,-6,1.1,-1.4,-4
CCC/C=C/c1ccc(CN2C(CC(C)C)C(=O)N(Cc3cn(CCC4OCCCO4)nn3)CCS2(=O)=O)cc1 (stereo not given),-0.2,16,.,.,.,11,-2,1.0,-0.4,.

Reformatted: results already given
> COc1ccc(C(=O)NNc2ccccc2)cc1
  BoNT A protease: 0.3
  Y pestis TopoI: -1
  3CLpro inhibitor: 9
  PfHsp40 yeast: -0.7
  DUSP3 inh: -5
  CCHFV vOTU inh: -18
  Anthrax LF prot: 3
  TcdB inh: .
  BH1578 lux ind: i
  PriA SSB inh: -10
> CCC/C=C/c1ccc(CN2C(CC(C)C)C(=O)N(Cc3cn(CCC4OCCCO4)nn3)CCS2(=O)=O)cc1 (stereo not given)
  BoNT A protease: -0.2
  Y pestis TopoI: 16
  3CLpro inhibitor: .
  PfHsp40 yeast: .
  DUSP3 inh: .
  CCHFV vOTU inh: 11
  Anthrax LF prot: -2
  TcdB inh: 1.0
  BH1578 lux ind: -0.4
  PriA SSB inh: .
> CCCCN1C2=NC(c3ccccc3)CN2c2ccccc21 (stereo not given)
  BoNT A protease: -0.1
  Y pestis TopoI: 6
  3CLpro inhibitor: .
  PfHsp40 yeast: -1.2
  DUSP3 inh: .
  CCHFV vOTU inh: 7
  Anthrax LF prot: -2
  TcdB inh: 0.7
  BH1578 lux ind: -0.5
  PriA SSB inh: 3
> O=c1[nH]cnc2scc(-c3ccc(Br)cc3)c12
  BoNT A protease: -0.4
  Y pestis TopoI: 10
  3CLpro inhibitor: -1
  PfHsp40 yeast: -1.3
  DUSP3 inh: 18
  CCHFV vOTU inh: -14
  Anthrax LF prot: -6
  TcdB inh: 1.1
  BH1578 lux ind: -1.4
  PriA SSB inh: -4

Source: PubChem BioAssay (several laboratories)
